SUMO Mot1 rescue: SUMOylation pathway inhibition by Mot1-301 growth rescue; S. cerevisiae Mot1-301 growth rescue, ATP luminescence, 38.5C; percent above DMSO median, 100 means doubled; growth rescue, % at 18.8 µM; hit rate 1% among 320,000; AID 2716;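 active = every valid replicate shows activation above 250% relative to neutral control wells; inactive = the rest, any valid replicate at or below 250%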;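 also: OY570 slx delta 5 strain wells were the positive control but not used for scaling; some compounds called inactive have numbers as strong as hits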
PfHsp90 set2: growth inhibition of yeast expressing Plasmodium Hsp90. S. cerevisiae expressing PfHsp90, BacTiter-Glo ATP, 48 h; yeast lacking PDR1 and PDR3 efflux regulators. inhibition, % at 9.4 µM. hit rate 0.32% among 310,000;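 active = every replicate shows inhibition above about 80%, whatever the replicate mean, limit read from the data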;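 also: 0% = DMSO neutral controls and 100% = 20 µM radicicol positive controls; yeast relying on Plasmodium falciparum Hsp90 in place of its own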
PKA-R1A activ: PKA-R1A complex activation | AID 504707 | activation, % at 11.4 µM | hit rate 0.083% among 340,000 | PKA-R1A dissociation, Cy5-IP20 fluorescence polarization; scaled: DMSO 0%, 113 µM cGMP 100% | P00514+P68181;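 active = percent activation above the mean of all tested compounds plus 3 SD, cut at about 19% in these data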;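 also: higher means more PKAc released from R1A so a rise in polarization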
AddAB inh: less growth of phage-infected E. coli with AddAB. E. coli expressing H. pylori AddAB, absorbance growth. inhibition, % at 11.9 µM. hit rate 0.29% among 330,000; in the data active = inhibition above about 12%;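 also: 0% = vehicle wells of infected cells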
Ecoli viability: reduces bacterial viability in AddAB counter-screen. E. coli V3065 growth, OD600 absorbance, 18 h. inhibition, % at 11.9 µM. hit rate 0.27% among 330,000. AID 449728;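 active = inhibition above the campaign's mean inhibition across all tested compounds plus 3 SD, cut at about 9.9% in these data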;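 also: uninfected addAB+ strain grown without phage in ampicillin broth; 0% = DMSO wells and 100% = ciprofloxacin 0.95 µg/ml wells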
Tat export inh: inhibitors of E. coli Tat protein transport; E. coli MC4100 TorA-mCherry Tat export, fluorescence; inhibition, % at 10 µM; hit rate 0.036% among 340,000;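 active = mean replicate inhibition at least 50% and at least half of replicates individually reaching 50%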;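 also: exported cargo escapes ClpAP degradation while cytoplasmic cargo is degraded and loses fluorescence; 0% = median of neutral control wells and 100% = median of NaSCN control wells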
OPRM1-OPRD1 ag: agonists of human mu-delta opioid receptor heterodimerization; hit rate 0.3% among 340,000; cells, OPRM1-OPRD1 heterodimerization, luminescence; P35372+P41143; AID 504326; activation, % at 9.3 µM; in the data active = activation above about 18%;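 also: 0% = vehicle-treated cells and 100% = reference agonist; values of inactives mirror those of a sister screen read the other way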
phage Ecoli inh: E. coli growth loss with phage present. growth absorbance. inhibition, % at 11.9 µM. hit rate 0.26% among 360,000. AID 651602; in the data active = inhibition above about 11%
Arrestin-AP2 inh: blocks beta-arrestin peptide binding to AP2 adaptin; FITC-arrestin peptide / GST-AP2 beads, flow cytometry; AP2 beta2 appendage carries R879A mutation; inhibition, % at 10 µM; hit rate 0.31% among 340,000;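 active = inhibition above a set limit, near 3 SD of compounds lacking own fluorescence, cut at about 54% in these data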;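 also: plate controls were DMSO wells for no effect and 5 µM unlabelled arrestin peptide for full effect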
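Material – AP2 appendage R879A on GSH beads · Buffer or medium – PBS with 0.05% Tween 20 and 0.1% BSA · Probe or stimulus – fluorescein-tagged arrestin peptide at 50 nM final · Incubation – compound with beads 12 min RT, then probe 1 h RT · Detection – high-throughput flow cytometry of beads, ex 488, em 535 nm · Evaluation – percent response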
OPRM1-OPRD1 inv: inverse agonists of human mu-delta opioid receptor heterodimerization. P35372+P41143. cell-based MOR-DOR heterodimer luminescence, inverse agonism. inhibition, % at 9.3 µM. hit rate 0.21% among 340,000; in the data active = inhibition above about 22%, passing the limit was not always enough;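 also: 0% = cells with DMSO and 100% = wells without cells with DMSO; values of inactives mirror those of a sister screen read the other way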
DSG3 Ab inh: blocks pemphigus antibody binding to human desmoglein-3; hit rate 0.48% among 310,000; P32926; binding (percent of control), % at 10 µM; AID 588358; DSG3-coupled beads, scFv-anti-DSG3-GFP binding, flow cytometry; active compounds read low;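 active = binding more than 3 SD below its plate's average and above zero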;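 also: hits lower antibody fragment binding to DSG3; some compounds called inactive have numbers as strong as hits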
Target sequence (P32926 whole entry, looked up, the tested form may be a part): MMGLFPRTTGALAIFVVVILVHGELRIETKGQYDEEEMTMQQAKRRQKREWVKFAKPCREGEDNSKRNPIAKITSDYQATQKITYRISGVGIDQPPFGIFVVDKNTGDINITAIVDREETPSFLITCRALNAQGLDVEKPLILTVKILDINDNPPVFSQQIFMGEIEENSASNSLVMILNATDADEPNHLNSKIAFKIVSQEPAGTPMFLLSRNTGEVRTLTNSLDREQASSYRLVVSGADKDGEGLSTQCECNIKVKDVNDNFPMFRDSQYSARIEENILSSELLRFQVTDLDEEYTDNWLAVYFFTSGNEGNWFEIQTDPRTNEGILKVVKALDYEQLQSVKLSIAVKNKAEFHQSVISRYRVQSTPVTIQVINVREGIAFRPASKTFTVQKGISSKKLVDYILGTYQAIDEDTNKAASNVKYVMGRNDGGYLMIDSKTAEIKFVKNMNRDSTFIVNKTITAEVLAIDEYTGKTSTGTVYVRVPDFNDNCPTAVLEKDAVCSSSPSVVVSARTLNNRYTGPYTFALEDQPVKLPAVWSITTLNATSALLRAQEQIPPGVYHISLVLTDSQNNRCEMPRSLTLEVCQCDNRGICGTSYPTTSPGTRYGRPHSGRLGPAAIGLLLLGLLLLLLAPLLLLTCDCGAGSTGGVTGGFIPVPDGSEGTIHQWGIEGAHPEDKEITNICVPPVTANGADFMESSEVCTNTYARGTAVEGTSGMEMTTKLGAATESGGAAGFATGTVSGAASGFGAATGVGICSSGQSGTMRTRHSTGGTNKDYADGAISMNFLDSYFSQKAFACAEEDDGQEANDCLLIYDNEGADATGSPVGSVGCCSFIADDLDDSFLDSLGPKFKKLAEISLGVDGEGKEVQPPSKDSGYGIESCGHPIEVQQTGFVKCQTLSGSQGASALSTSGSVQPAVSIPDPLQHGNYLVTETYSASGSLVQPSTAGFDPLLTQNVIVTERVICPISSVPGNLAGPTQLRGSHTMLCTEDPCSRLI
Active calls of the source: *; x = not tested or not shown.

SMILES	SUMO Mot1 rescue	PfHsp90 set2	PKA-R1A activ	AddAB inh	Ecoli viability	Tat export inh	OPRM1-OPRD1 ag	phage Ecoli inh	Arrestin-AP2 inh	OPRM1-OPRD1 inv	DSG3 Ab inh
CP(=O)(Nc1ccc(Cl)cc1)c1nc2c(s1)CCCC2 (stereo unspecified)	2	-10	2	-0.3	1.6	1	-1.9	0.0	-2	10	96
CC1CCCCC12C(=O)NC(=O)NC2=O (stereo unspecified)	x	12	0	x	x	4	-3.3	2.6	32	17	92
CCCCC(=O)N/N=C/c1c(O)n(CCCC)c(=S)[nH]c1=O	0	13	3	-0.5	0.9	-12	-2.9	1.5	0	15	106
CC1(O)C[C@]2(C)N(O)C3CCCC[C@@H]3N2O1 (stereo partly specified)	17	-5	-1	-0.6	-0.8	-7	-2.1	2.3	8	12	110
Cc1ccc2c(c1)CC1(CN2C)C(=O)NC(=O)N(c2ccccc2C)C1=O (stereo unspecified)	20	23	7	2.3	-2.4	-3	-1.0	6.0	-2	6	100
COc1cc(C(=O)O)cc(OC)c1OC	x	18	-9	x	x	12	-2.9	2.5	22	15	x
Cc1cc(S(N)(=O)=O)ccc1N=Cc1c(O)n(-c2ccccc2)c(=O)[nH]c1=O	-8	19	6	1.1	-1.3	-1	-0.9	6.1	1	6	100
COC(=O)C1=C(c2ccc(F)cc2F)C[C@@H]2CC[C@H]1N2C(=O)NCCOc1ccccc1	11	-12	8	2.8	0.9	3	-2.1	2.9	6	12	109
CCn1cc(C(=O)NCc2ccccc2)c2ccccc21	18	-38	-13	-0.9	0.0	-4	-1.7	0.8	-7	9	108
CCSC1=NN1c1cc(C)nc(N)n1	10	-25	9	2.0	0.9	-1	-2.4	2.0	-11	12	96
O=C(CF)NC(NC(=S)Nc1cccc([N+](=O)[O-])c1)C(Cl)(Cl)Cl (stereo unspecified)	-10	-1	8	2.3	-2.2	-1	1.1	2.6	0	-8	93
CCC(=NCc1ccco1)c1c(O)n(Cc2ccccc2)c(=O)[nH]c1=O	35	x	5	1.0	-1.8	-4	-2.9	3.7	34	14	100
C=CCc1cc(C=C2C(=O)NC(=O)NC2=O)cc(OC)c1OCc1ccc(C(=O)O)cc1	799	5	-10	-0.2	1.9	-3	-1.4	x	-18	7	103
CN1CCC2(CC1)N=C(c1ccc(F)cc1)C(=S)N2	0	4	-13	2.6	2.6	-11	-2.3	2.8	2	12	99
COc1ccc(N2CCN(C(CNC(=O)Oc3ccccc3)c3cccnc3)CC2)cc1 (stereo unspecified)	2	-15	-7	2.3	0.7	19	-2.2	0.9	-8	13	122
CCCCCn1c(=O)c(C(=O)NCc2ccncc2)c(O)c2ccccc21	-9	18	-8	3.8	2.6	5	2.1	5.6	14	-12	100
CCCCCCN=C(CC)c1c(O)n(CCCC)c(=O)[nH]c1=O	-26	33	3	0.0	-0.2	11	5.1	2.8	0	-25	99
COc1ccccc1OCC(=O)N1CCCC(N(C)Cc2ccccc2)C1 (stereo unspecified)	-14	9	10	2.0	-0.2	-3	2.3	2.3	4	-12	102
COCCn1cc(C(=O)N2CCC3(CC2)OCCO3)c2c3ccccc3n(C)c2c1=O	-7	29	-4	-0.1	-2.7	-1	0.5	2.5	4	-3	102
O=C(COc1ccc2ccccc2c1)N1CCN(Cc2c[nH]c3ccccc23)CC1	-4	20	2	-0.1	0.8	0	0.8	1.1	-2	-4	87
O=C(NC(=S)N1C[C@H]2C[C@H](C1)c1cccc(=O)n1C2)c1ccc(F)cc1	1	-4	5	4.7	0.2	5	-1.7	2.3	-4	9	100
O=C(CCN1CCCCC1)NCC(=O)Nc1ccc(Br)cc1C(=O)c1ccccc1	196	x	-4	2.8	-2.4	-9	-1.4	3.3	0	8	x
Cc1cccc(N2C(=O)NC(=O)/C(=C\c3ccc(N4CCOCC4)cc3)C2=O)c1	-17	-1	-3	0.4	-1.6	4	-3.0	0.7	-3	15	x
C#CCN1C(=O)C2(C(C#N)=C(N)OC(C)=C2C(=O)OCc2ccccc2)c2ccccc21 (stereo unspecified)	-6	-8	-10	4.5	1.3	-5	-1.1	2.2	7	5	104
O=C(OCCN1CCOCC1)C1(c2ccccc2)CCCC1	-18	14	-2	1.0	-2.4	-4	-0.2	3.6	13	1	101
SMILES	SUMO Mot1 rescue	PfHsp90 set2	PKA-R1A activ	AddAB inh	Ecoli viability	Tat export inh	OPRM1-OPRD1 ag	phage Ecoli inh	Arrestin-AP2 inh	OPRM1-OPRD1 inv	DSG3 Ab inh
O=C(O)C1(c2ccc(Cl)cc2)CCC1	x	12	0	1.5	-1.4	2	-1.2	4.5	7	7	101
C=CCn1c(O)c(N=Nc2c(C)n(C)n(-c3ccccc3)c2=O)c(=O)[nH]c1=S	196	24	-6	2.6	-7.0	-1	-2.6	-1.4	-5	13	87
COc1ccc(-c2nc3ccccc3c(=O)o2)cc1	2	-26	-3	1.2	0.3	-1	-0.9	4.3	10	5	100
CN1CCN(C(=O)COc2ccc3ccccc3c2)CC1	3	8	-1	2.7	1.3	6	3.8	2.7	6	-31	124
O=C(Cn1nc(-c2ccc(Cl)cc2)ccc1=O)N1CCC2(CC1)OCCO2	1	0	1	1.8	0.0	-2	-2.3	2.7	3	12	102
CCOP(=S)(OCC)SCCSCC	0	-7	6	-1.4	-2.8	4	0.1	1.7	16	-1	101
COc1ccc(-c2nn(CCC#N)cc2C(=O)Nc2ccccc2)cc1OC	-6	7	-10	-0.2	-1.3	3	-3.1	1.4	29	15	112
Clc1cccc(Cl)c1C1N2CCCN12 (stereo unspecified)	349	10	3	1.3	-1.0	6	-1.4	-1.1	9	7	x
CC1([N+](=O)[O-])COP(=O)(Nc2cccc(Br)c2)OC1 (stereo unspecified)	x	34	10	x	x	7	0.1	2.0	-243	0	210
Fc1ccccc1CNCCc1ccc2c(c1)OCO2	1	-5	-1	4.3	0.7	-3	-0.6	0.5	3	3	108
O=C1C(Cc2cnc[nH]2)NC(=S)N1c1ccccc1 (stereo unspecified)	71	13	-3	x	x	-15	-4.4	4.5	-5	21	99
COc1ccc(C(O)CNC(C)C)c(F)c1OC (stereo unspecified)	3	29	9	1.1	0.5	-5	-0.2	2.3	13	1	97
CC(=O)Nc1ccccc1C(=O)OCC(=O)c1ccccc1Cl	-3	-6	-3	0.4	-2.7	3	-1.2	-0.7	10	6	114
CCOC(=O)C1CCN(/C=C2/C(=O)NC(=S)N(c3ccccc3F)C2=O)CC1	-20	15	-1	2.3	0.6	6	-1.0	1.8	5	7	91
Cc1c(Cl)cccc1N1C(=O)NC(=O)/C(=C\c2cc(C)n(-c3cccc(C(=O)O)c3C)c2C)C1=O	-24	6	-5	3.2	1.5	29	-2.0	1.9	-8	10	115
COC(=O)C1=C(c2ccc(F)cc2F)C[C@@H]2CC[C@H]1N2C(=O)NCCNC(C)=O	-23	-1	0	0.1	0.5	1	-1.3	x	x	8	100
COC(=O)C1=C(c2ccc(OC(F)(F)F)cc2)C[C@@H]2CC[C@H]1N2C(=O)NCCOc1ccccc1	-4	11	-7	-0.8	-3.9	25	-0.8	2.6	9	5	100
CN1[C@@H]2CC[C@H]1CC(OC1c3ccccc3CCc3ccccc31)C2 (stereo partly specified)	-4	15	4	-2.5	1.3	0	2.0	2.7	29	-11	110
O=C(NCc1cccnc1)Nc1ccc([N+](=O)[O-])cc1	-9	10	-1	1.7	3.8	16	-1.7	6.8	-4	9	110
O=C1Nc2ccccc2C1Cc1nc2ccccc2c(=O)n1-c1ccccc1 (stereo unspecified)	3	28	-8	-1.1	0.1	-1	-4.0	-0.5	-6	21	102
CC(=O)N1CC(=O)Nc2ccc(Br)cc2C1c1ccc(F)cc1 (stereo unspecified)	19	4	-14	-0.3	0.3	5	-0.7	1.8	26	3	92
CC1(C)NC(=O)[C@H]2CCCN21	-11	-7	4	-0.2	-1.1	-6	-2.3	0.1	-6	10	102
O=[N+]([O-])c1ccc(NC2CCN(Cc3ccccc3)CC2)c2ccncc12	-3	5	-2	0.3	-2.6	1	x	1.1	1	x	107
Cc1ccc(-n2c(O)c(C=NCCN3CCNCC3)c(=O)[nH]c2=S)cc1	6	-8	-8	-1.2	1.4	-10	-1.0	-0.9	-3	5	x
COCc1cc(OC(=O)N(C)C)nc(-c2ccc(C)c(Cl)c2)n1	6	9	-3	1.1	-1.5	-3	0.2	1.2	4	-1	96
SMILES	SUMO Mot1 rescue	PfHsp90 set2	PKA-R1A activ	AddAB inh	Ecoli viability	Tat export inh	OPRM1-OPRD1 ag	phage Ecoli inh	Arrestin-AP2 inh	OPRM1-OPRD1 inv	DSG3 Ab inh
C[C@]12CC[C@H](O)CC1=CC(=O)C1C2CC[C@]2(C)C(=O)CCC12 (stereo partly specified)	3	-21	4	-0.7	-2.4	-7	-1.8	0.5	9	9	108
Cc1cc(Oc2ccc(C(F)(F)F)cc2[N+](=O)[O-])c2c3c(c(=O)oc2c1)CCC3	-7	2	-11	1.5	2.4	-4	-3.4	2.6	-4	18	114
CN(C(=O)CN1CC=C(c2ccccc2)CC1)c1c(N)n(Cc2ccccc2)c(=O)[nH]c1=O	10	-26	2	-1.6	0.7	1	-1.4	2.5	-2	8	101
COC(=O)c1ccc(N=C(c2ccccc2)c2c(O)n(C)c(=O)n(C)c2=O)cc1	2	3	-4	0.8	-2.0	1	-2.5	3.3	-5	13	98
CC(=O)c1ccc(OCCCC(=O)Nc2ccc(Cl)c(S(=O)(=O)N3CCOCC3)c2)cc1	x	6	-3	x	x	-6	0.7	-2.6	4	-3	94
COc1ccc(N2CC2c2ccncc2)cc1 (stereo unspecified)	-5	8	-14	2.3	-1.4	1	-2.3	4.5	31	12	97
C[C@]12CCC(=O)C=C1C=CC1C2CC[C@]2(C)C(=O)CCC12 (stereo partly specified)	-13	2	1	2.2	0.4	9	-1.1	-0.7	2	6	94
COc1cc(OC)cc(C2(C#N)CCN(C)CC2)c1	6	-21	6	1.2	2.8	-6	0.6	-2.2	-1	-3	100

3 structures already listed, ordered by molar mass, lowest first:
SMILES	SUMO Mot1 rescue	PfHsp90 set2	PKA-R1A activ	AddAB inh	Ecoli viability	Tat export inh	OPRM1-OPRD1 ag	phage Ecoli inh	Arrestin-AP2 inh	OPRM1-OPRD1 inv	DSG3 Ab inh
COc1cc(OC)cc(C2(C#N)CCN(C)CC2)c1	6	-21	6	1.2	2.8	-6	0.6	-2.2	-1	-3	100
C[C@]12CCC(=O)C=C1C=CC1C2CC[C@]2(C)C(=O)CCC12 (stereo partly specified)	-13	2	1	2.2	0.4	9	-1.1	-0.7	2	6	94
CC(=O)c1ccc(OCCCC(=O)Nc2ccc(Cl)c(S(=O)(=O)N3CCOCC3)c2)cc1	x	6	-3	x	x	-6	0.7	-2.6	4	-3	94

Looked up above:
`O=C(COc1ccc2ccccc2c1)N1CCN(Cc2c[nH]c3ccccc23)CC1` in Arrestin-AP2 inh = -2
`CP(=O)(Nc1ccc(Cl)cc1)c1nc2c(s1)CCCC2` (stereo unspecified) in OPRM1-OPRD1 inv = 10

These rows are one share of the data; the hit share may differ from the screen's.
